FBA Mtb inh = inhibits M. tuberculosis FBA enzyme; purified M. tuberculosis FBA, fluorescence read-out; inhibition, % at 1 µM; actives 2.3% (n = 360,000); AID 588726; in the data active = inhibition above about 27%;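 also: 0% = vehicle and 100% = reference inhibitor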
Target sequence (P9WQA3 whole entry, looked up): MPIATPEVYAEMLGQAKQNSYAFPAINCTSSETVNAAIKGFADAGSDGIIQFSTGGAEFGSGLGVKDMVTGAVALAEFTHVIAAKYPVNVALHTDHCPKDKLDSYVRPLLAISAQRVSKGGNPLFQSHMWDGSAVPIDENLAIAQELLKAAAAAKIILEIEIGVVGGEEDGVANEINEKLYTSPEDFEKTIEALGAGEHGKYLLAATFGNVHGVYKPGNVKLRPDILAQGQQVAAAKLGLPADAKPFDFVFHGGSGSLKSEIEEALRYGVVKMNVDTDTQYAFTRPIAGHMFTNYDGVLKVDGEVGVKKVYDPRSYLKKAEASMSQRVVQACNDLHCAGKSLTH
PrPC surface inh = reduces human prion protein on the cell surface; P04156; cell surface PrPC, TR-FRET read-out; inhibition, % at 13.8 µM; actives 0.43% (n = 370,000); in the data active = inhibition above about 24%; also: 0% = median of the test wells and 100% = reference compound wells
GDH-TPI inh = GDH-TPI coupled enzyme inhibition counter-screen. GDH-TPI coupled enzyme counterscreen, NADH absorbance. inhibition, % at 4.8 µM. actives 1.2% (n = 360,000). AID 588335; in the data active = inhibition above about 30%;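 also: 0% = DMSO wells and 100% = wells lacking the enzyme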
Rv3671c inh = inhibitors of M. tuberculosis serine protease Rv3671c; actives 0.048% (n = 320,000); inhibition, % at 5.96 µM; AID 2606; in the data active = inhibition above about 38%;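 also: extracellular domain of Rv3671c used as enzyme; 0% = enzyme with DMSO and 100% = no enzyme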
Target sequence (P9WHR9 whole entry, looked up, the tested form may be a part): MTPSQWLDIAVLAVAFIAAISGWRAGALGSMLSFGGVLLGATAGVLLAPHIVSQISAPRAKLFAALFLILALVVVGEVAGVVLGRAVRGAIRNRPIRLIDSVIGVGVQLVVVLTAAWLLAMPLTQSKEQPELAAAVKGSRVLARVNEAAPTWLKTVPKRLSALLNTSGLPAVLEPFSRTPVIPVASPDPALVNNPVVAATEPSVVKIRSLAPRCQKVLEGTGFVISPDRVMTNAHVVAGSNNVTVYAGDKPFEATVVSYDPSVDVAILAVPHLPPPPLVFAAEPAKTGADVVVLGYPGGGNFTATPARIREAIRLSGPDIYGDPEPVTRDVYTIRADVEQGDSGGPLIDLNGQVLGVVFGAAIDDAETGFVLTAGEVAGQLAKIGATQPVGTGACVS
Mtb UGM inh = blocks M. tuberculosis UGM enzyme. inhibition, % at 10 µM. actives 0.06% (n = 320,000). purified UGM, fluorescence polarization probe displacement. P9WIQ1; in the data active = inhibition above about 10%, passing the limit was not always enough; inconclusive = no clear call, values can overlap the other calls
Mtb BioA inh = blocks M. tuberculosis BioA enzyme activity; inhibition, % at 9.99 µM; purified M. tuberculosis BioA enzyme, plate reader; actives 0.096% (n = 360,000); AID 602481; in the data active = inhibition above about 40%; inconclusive = no clear call, values can overlap the other calls
MazEF act = activators of E. coli MazEF toxin-antitoxin RNase | P0AE70 | FAM/BHQ RNA-DNA oligo cleavage fluorescence, 5 h | activation, % at 20 µM | actives 0.32% (n = 350,000); in the data active = activation above about 50%
Target sequence (P0AE70 whole entry, looked up): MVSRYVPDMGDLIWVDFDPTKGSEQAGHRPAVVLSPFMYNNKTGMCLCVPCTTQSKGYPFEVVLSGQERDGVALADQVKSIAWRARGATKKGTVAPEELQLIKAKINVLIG
FadD28 FP inh = blocks FadD28 binding to the bisubstrate probe. actives 0.22% (n = 360,000). inhibition, % at 12.5 µM. AID 588549. fluorescence polarization; in the data active = inhibition above about 8.5%, passing the limit was not always enough; inconclusive = no clear call, values can overlap the other calls
BoNT F protease = blocks Botulinum neurotoxin F light chain protease | Multiplex microsphere protease cleavage assay, flow cytometry | inhibition, % at 10 µM | actives 0.22% (n = 360,000) | AID 588497; in the data active = inhibition above about 35%, passing the limit was not always enough; inconclusive = no clear call, values can overlap the other calls; also: plate controls were buffer without enzyme for full effect and enzyme alone for no effect
* hit, by the source's call; ? = inconclusive; nt = no result given; + = active, no number. Random draw from the library; 4.8% or so of the library scored in one or more.

SMILES	FBA Mtb inh	PrPC surface inh	GDH-TPI inh	Rv3671c inh	Mtb UGM inh	Mtb BioA inh	MazEF act	FadD28 FP inh	BoNT F protease
COc1cc(/C=N/NS(=O)(=O)c2ccccc2)ccc1OS(=O)(=O)c1ccc(C)cc1	-2.9	-1.7	-0.8	-10.2	-2.0	nt	1.0	-0.5	-1.5
CC(=O)c1cccc(N(C(=O)c2ccco2)C(C(=O)NC2CCCC2)c2cccs2)c1 (stereo not given)	0.9	-1.9	0.8	-12.5	-1.1	6.3	3.3	-0.9	15.9
COc1cc(-c2nc3cnccn3c2Nc2ccccc2)ccc1O	4.0	-12.6	12.8	-7.6	0.7	0.2	-14.1	-1.2	-5.8
CC(Oc1ccc(Cl)cc1Cl)C(=O)NNC(=O)[C@@H]1CCCC[C@@H]1C(=O)O (stereo not given in full)	-0.3	-4.5	-1.3	-3.0	-0.9	-2.4	-2.8	-1.4	-3.0
Cc1nn(Cc2c(Cl)cccc2Cl)c(Cl)c1C(=O)O	1.6	-1.7	-1.9	-4.0	0.5	-0.9	2.9	-1.7	7.6
Cc1ccc(S(=O)(=O)N(C)C)cc1NC(=O)COC(=O)CSc1ccccc1	0.2	6.1	3.1	2.5	-1.1	-0.8	3.1	-0.9	9.8
CCOC(=O)c1c(C)[nH]c(C)c1C(=O)Cn1nnc(-c2ccccc2C)n1	0.5	0.1	7.0	-4.6	-0.9	0.0	2.0	-6.8	4.7
CCCCCCN1CCN(c2ccc(Cl)cc2)CC1	-1.0	-2.3	-5.2	4.4	0.9	nt	-1.5	-1.6	-0.2
CN1CCN(c2cc(N3CCc4ccccc4C3)c(F)cc2[N+](=O)[O-])CC1	-3.6	-29.2	3.7	-0.1	1.2	nt	-0.9	-1.3	-20.2
Cc1ccc(-c2cc(C(F)(F)F)c(C#N)c(SCC(=O)O)n2)cc1	1.6	4.4	8.6	-3.8	2.9	nt	0.6	-2.1	-4.1
COc1ccc(NC(=O)CSCC(=O)Nc2ccc(C)c(S(=O)(=O)N3CCCCCC3)c2)cc1	-1.0	2.4	5.9	1.8	-0.3	1.0	-1.5	-1.6	-4.3
CCOCCCN(C(=O)c1snc(C(N)=O)c1N)C(C(=O)NC1CCCC1)c1ccc(OC)cc1 (stereo not given)	8.7	4.5	18.6	-7.2	-3.2	-1.9	-0.9	0.6	-0.8
CCOC(=O)C1=C(CN2CCCCC2)NC(=O)NC1c1cc(C)ccc1C (stereo not given)	-1.2	4.7	-4.0	2.6	2.1	-0.6	-2.4	-3.2	5.8
CC(C)C[C@H](N)c1cn([C@@H](CCCCN)C(=O)N2CCNCC2)nn1	4.8	-1.2	11.7	6.4	-2.8	-2.2	-3.6	-0.8	-2.1
O=C(CCN1C(=O)/C(=C\c2cccc(Br)c2)SC1=S)N1CCOCC1	-0.9	1.2	0.7	7.5	2.3	-0.8	-1.0	-3.7	7.4
CCc1nc2cccnc2n1-c1ccc(CC(=O)NCCOC)cc1	4.0	0.1	-0.7	-4.6	-1.9	-0.4	-0.6	-0.7	-11.0
CCc1noc(C)c1C(=O)Nc1cc(Cl)ccc1N1CCCC1	-2.6	2.4	13.7	4.0	-1.3	-0.8	4.4	-0.1	9.1
CCOc1ccc(C(=O)O/N=C(\N)c2ccccn2)cc1	4.2	-3.1	13.4	nt	-0.4	-1.7	0.0	-1.0	?
O=C1N/C(=C/c2ccc(N3CCOCC3)o2)C(=O)N1c1cccc(Cl)c1	0.0	-4.3	4.8	2.6	-2.7	nt	-31.3	-1.1	0.8
Cc1nn2c(N3CCCC3)cc(C(C)C)nc2c1-c1ccccc1	2.7	1.0	0.9	-2.3	-0.4	-0.8	-1.2	-2.2	-6.4
COc1ccc(NC(=O)Nc2ccccc2)cc1S(=O)(=O)N1CCCCC1	-0.2	4.4	-0.7	7.5	-0.8	nt	7.2	-2.0	0.6
COc1ccc(C2(C(=O)NCc3ccccc3Cl)CCOCC2)cc1OC	-0.2	2.0	1.6	-4.2	-0.2	nt	3.2	-2.3	-0.4
COc1ccccc1CNC(=O)c1cc(-c2cc(F)ccc2OC(C)C)n[nH]1	-1.8	5.4	-2.6	nt	nt	-2.8	nt	-4.6	-4.2
CCOc1ccccc1N1CCN(Cc2cn[nH]c2-c2ccc(F)cc2)CC1	31.1*	-4.5	1.6	-3.4	1.4	nt	11.8	-2.1	-16.6
Cc1noc(C)c1COC(=O)c1cccnc1SCC(=O)Nc1ccc2c(c1)OCO2	-4.0	4.3	-0.5	-6.2	-2.1	2.6	-3.7	-1.7	1.2

Remaining list, next part
SMILES	FBA Mtb inh	PrPC surface inh	GDH-TPI inh	Rv3671c inh	Mtb UGM inh	Mtb BioA inh	MazEF act	FadD28 FP inh	BoNT F protease
CC1=C(C(=O)OC2CCCCC2)C(c2cccc([N+](=O)[O-])c2)NC(=O)N1 (stereo not given)	-1.7	-4.9	-4.6	-1.7	-0.1	3.1	3.2	-2.4	10.9
CC(C)Oc1ccc(CNC(=O)Cn2c(=O)c3cccn3c3cccnc32)cc1	1.4	6.4	5.5	-1.1	1.8	-1.7	-32.9	-0.6	2.5
Cc1cc(C(F)(F)F)c2c(C)nn(-c3ccccc3)c2n1	-0.6	0.5	-7.3	7.6	0.9	0.3	-8.9	-1.2	3.9
COP(=O)(OC)C(NC(=O)C(C)(C)C)=C(Cl)Cl	3.7	-2.4	8.7	5.0	5.5	-7.6	1.0	1.2	1.2
CCS(=O)(=O)c1ccc2c(c1)N(S(=O)(=O)c1ccccc1)CC(C(=O)O)O2 (stereo not given)	-6.2	-4.1	1.3	-3.4	-0.5	-2.9	2.7	-1.9	22.2
c1ccc2c(CCN3CCNC[C@H]3Cc3cccc4ccccc34)cccc2c1	-1.4	-4.0	-3.5	5.1	-3.4	-1.1	6.7	-17.8	-51.3
COCc1cccc(N2C(=O)CC(C3C=C(C)C4C(=O)N(c5cccc(COC)c5)C(=O)C4C3)C2=O)c1 (stereo not given)	1.9	7.4	-10.1	-3.5	0.7	1.4	2.8	-5.1	-1.1
Oc1ccccc1CNc1cnc2ccccc2c1	39.6*	9.9	13.1	0.4	0.8	2.3	-0.9	-2.2	-7.4
Cc1ccc(C)c(NC(=O)C2CCN(C(=O)c3cccs3)CC2)c1	-0.6	3.9	-1.5	-4.6	6.4	0.4	2.0	2.2	-3.3
Cc1ccc(Nc2nc(C)cc(C)c2C#N)c(C)c1	-2.0	1.1	4.5	nt	nt	-1.0	0.7	-0.9	-5.0
NS(=O)(=O)c1ccc(S(=O)(=O)NCCc2ccccc2)cc1	-5.5	0.3	-0.3	-2.0	-1.1	1.6	12.5	-3.8	-13.0
Nc1ccn(CC(=O)NCc2ccccn2)c(=O)n1	-0.5	2.8	-2.2	-0.8	4.1	-0.1	5.9	-2.6	-5.8
COc1cc(C2=NOC(C(=O)NCc3cccs3)C2)cc(OC)c1OC (stereo not given)	-0.5	13.1	1.3	-5.0	-2.7	-1.2	3.0	-3.4	-7.5
C/C(=N\NC(=O)c1ccc(Cn2cc([N+](=O)[O-])cn2)o1)c1cccc(NC(=O)c2cccnc2)c1	-1.2	1.5	5.1	-8.9	0.3	7.5	-3.7	-9.0	7.8
COc1cc(-c2cc(-c3ccc(O)cc3)nc(N)c2C#N)ccc1O	5.1	-11.2	17.8	-25.0	1.8	nt	26.4	-6.5	-1.9
CCOc1ccc(-n2nnc3c(=O)n(CC(=O)c4ccccc4)cnc32)cc1	-1.0	-7.9	8.6	-1.8	-0.5	-1.5	0.5	-5.4	5.8
Cc1csc(=O)n1CCC(=O)N(C)Cc1c(F)cccc1Cl	-1.6	10.0	6.5	-1.1	0.8	4.3	3.6	-3.6	-1.8
C/C(=N\NC(=O)Cn1nc(C)cc1C)c1ccc([N+](=O)[O-])cc1	2.3	-13.0	8.1	-4.8	0.3	nt	-2.2	-1.2	2.3
O=[N+]([O-])c1cc(-n2cnnn2)c(O)c([N+](=O)[O-])c1	-3.1	-4.7	31.1*	10.3	1.1	-0.9	1.8	1.2	-7.3
CC(=O)Oc1ccc(C(=O)Nc2ccc3c(c2)C(=O)N(CCC(=O)O)C3=O)cc1	47.3*	-3.5	22.6	3.8	2.7	0.4	-0.5	-3.6	0.7
O=[N+]([O-])c1cc(S(=O)(=O)NCCN2CCOCC2)ccc1Cl	2.5	-9.4	7.7	-0.1	-0.6	0.8	1.0	1.3	8.8
COc1cc(/C=C/C(=O)N2CCOCC2)ccc1OCc1ccccc1	8.1	-3.3	7.0	-1.4	-2.9	2.1	2.3	-3.9	-0.4
CCC(C)NC(=O)c1ccccc1-c1ccccc1C(=O)NC(C)CC (stereo not given)	-3.5	5.5	-11.0	-0.5	0.1	1.1	2.4	-4.2	3.6
O=C(CCN=C1NS(=O)(=O)c2ccccc21)N1CCc2ccccc2C1	0.7	2.7	2.2	1.2	-0.3	nt	-7.4	-0.6	-5.2
Cc1ccc(S(=O)(=O)Nc2ccc3c(c2)OCCO3)cc1	-1.8	10.0	-3.1	8.9	nt	0.4	5.2	-0.4	4.9

Going on with the list:
SMILES	FBA Mtb inh	PrPC surface inh	GDH-TPI inh	Rv3671c inh	Mtb UGM inh	Mtb BioA inh	MazEF act	FadD28 FP inh	BoNT F protease
CCOP(=O)(OCC)c1nc(-c2cccc3ccccc23)oc1NCc1ccccc1	+	-7.5	9.9	5.0	-0.1	-0.8	-3.6	0.1	-9.3
CC1(C(=O)Nc2cccc3cccnc23)CCN1C(=O)CCC1CCCC1 (stereo not given)	-1.9	-6.6	6.2	nt	nt	-0.8	nt	-2.9	5.7
CCCCc1nc2cc(C(=O)NCCc3cnn(C)c3)ccc2o1	2.3	-7.2	2.4	-3.5	1.6	-1.4	5.5	-0.6	-6.8
CCC(C)C(Nc1ncnc2scc(-c3ccccc3)c12)C(=O)O (stereo not given)	1.3	0.0	-2.6	-10.1	5.6	-0.6	-28.6	-1.3	-18.6
CCNC(=S)NNC(=O)c1cc(-c2cccc(OC)c2)nc2ccccc12	-0.6	-2.5	-0.4	9.4	0.7	nt	-2.1	-2.0	-0.1
O=C(NNC(=S)NC1CCCCC1)c1sc2ccccc2c1Cl	0.7	6.6	15.1	9.6	1.0	nt	0.8	1.3	-4.0
Cc1ccccc1Nc1nc(N)nc(CN2C(=O)NC3(CCCCC3C)C2=O)n1 (stereo not given)	-0.6	-4.5	-13.2	-6.2	-0.8	-0.5	3.6	-4.1	1.4
Cc1cc(C)cc(CC(CC(=O)Nc2ccc(Cl)cc2)C(=O)O)c1 (stereo not given)	2.8	2.5	0.0	nt	5.1	-0.1	-2.1	-2.5	-18.3
CNCCCCOc1ccccc1-c1ccccc1	0.1	0.3	6.7	-5.6	-2.0	-1.4	3.4	-1.8	2.3
Cc1ccc(NS(=O)(=O)c2ccc(NC(=O)c3ccc(Br)o3)cc2)c(C)c1	0.7	11.1	9.9	-229.4	2.7	nt	-11.2	0.4	5.4
O=C(O)CSc1ncnc2scc(-c3ccc(Br)cc3)c12	0.9	26.6*	-10.1	-6.6	-1.1	44.9*	-6.7	-0.6	-4.5
COC(=O)c1ccc(C(=S)N2CCOCC2)cc1	3.5	1.0	11.2	0.6	-1.3	-0.7	2.3	0.0	2.5
COc1ccccc1NC(=O)Cc1noc(CSc2cc(C)c3ccccc3n2)n1	-0.3	15.0	1.8	-9.2	0.3	0.0	4.6	-3.0	-10.5
CC1(C)CC(NC(=S)NCc2ccco2)CC(C)(C)N1	1.8	-8.4	1.9	-2.4	-0.4	0.0	5.8	-1.3	0.2

Random excerpt: five compounds from above, in no set order.
SMILES	FBA Mtb inh	PrPC surface inh	GDH-TPI inh	Rv3671c inh	Mtb UGM inh	Mtb BioA inh	MazEF act	FadD28 FP inh	BoNT F protease
CCNC(=S)NNC(=O)c1cc(-c2cccc(OC)c2)nc2ccccc12	-0.6	-2.5	-0.4	9.4	0.7	nt	-2.1	-2.0	-0.1
CC1(C(=O)Nc2cccc3cccnc23)CCN1C(=O)CCC1CCCC1 (stereo not given)	-1.9	-6.6	6.2	nt	nt	-0.8	nt	-2.9	5.7
Cc1ccc(NS(=O)(=O)c2ccc(NC(=O)c3ccc(Br)o3)cc2)c(C)c1	0.7	11.1	9.9	-229.4	2.7	nt	-11.2	0.4	5.4
Cc1cc(C)cc(CC(CC(=O)Nc2ccc(Cl)cc2)C(=O)O)c1 (stereo not given)	2.8	2.5	0.0	nt	5.1	-0.1	-2.1	-2.5	-18.3
COc1ccccc1NC(=O)Cc1noc(CSc2cc(C)c3ccccc3n2)n1	-0.3	15.0	1.8	-9.2	0.3	0.0	4.6	-3.0	-10.5

Screens deposited in PubChem by several laboratories.
